# Ins promoter up – MIN6 insulin promoter up-regulation; MIN6 insulin promoter-GFP reporter, high-content imaging; hits give high values; z-score at 5 µM; actives 0.3% (n = 190,000); AID 1625;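 active = z-score above 3 at 5 µM with at least 500 cells counted in the well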
# ER stress rescue – rescue of cells from ER stress-induced death, primary screen, 384-well, CSM14.1, thapsigargin, ATP luminescence (AID 1222); CSM14.1 thapsigargin-induced death rescue, ATP luminescence; higher % means a stronger effect; one-dose cellular ATP content (survival), % at 20 µM; EC50 in µM for titrated hits; 190,000 tested, under 10 active;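 active = EC50 below 50 µM in the dose-response confirmation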;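 note: death triggered by thapsigargin at about 15 µM added after 2 h compound pretreatment; cell ATP read after overnight thapsigargin exposure of roughly 18 to 22 hours; normalized against plate controls of thapsigargin alone and 5% DMSO vehicle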
# b-catenin transl – modulators of beta-catenin nuclear translocation; HeLa beta-catenin nuclear translocation, immunofluorescence imaging; nuclear translocation activity, % at 5 µM; actives 0.3% (n = 190,000); AID 1665;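 active = nuclear translocation activity above 50% at 5 µM, with a well cell count of 50 or more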;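 note: per-cell ratio of nuclear to cytoplasmic median beta-catenin stain intensity; plate controls were DMSO negative control for no effect and GSK-3 inhibitor IX positive control for full effect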
#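 Signal – beta-catenin immunofluorescence imaging with DAPI · Test system – human HeLa cell line · Dosing – 5 µM primary single dose, 0.1% DMSO, 0.02–20 µM confirmation series · Measure – % activation, nuclear-to-cytoplasmic median beta-catenin signal ratio per cell · Incubation – 24 h compound exposure at 37°C, 5% CO2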
# Dynein transport – blocks dynein driven cargo transport along microtubules; AID 1381; 3617.4 mouse cells, GR-EGFP nuclear translocation imaging; test concentration mostly 20 µM; stimulated with dexamethasone, 1 µM; hits give low values; actives 0.47% (n = 220,000); z-score, hits read low;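 active = plate z-score of nuclear minus cytoplasmic receptor signal below a set negative limit, without overly bright fluorescence or cell loss, cut at about -3.5 in these data, passing the limit was not always enough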;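 note: z-score of nuclear minus cytoplasmic ring GR-EGFP intensity difference per well; some compounds called inactive have numbers as strong as hits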
#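 Buffer or medium: tet-free, stripped-serum medium; reagent: dexamethasone at 1.0 µM final, 30 min; incubation: 48 h induction, 1 h compound, 30 min dex at 37 °C; measured by: formaldehyde fixation, Hoechst nuclear stain, 10x automated fluorescence imaging; read-out: nuclear-to-cytoplasmic GR-EGFP distribution per well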
# Hep lipid drop – hepatic lipid droplet formation modulation | actives 0.4% (n = 240,000) | AML12 mouse hepatocytes, oleate lipid droplets, BODIPY imaging | AID 1656 | inhibition, % at 6.5 µM;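 active = lipid droplet intensity inhibited by at least 50%, with more than 500 cells counted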
#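 Technique: fluorescence imaging, 20x objective, two fields per well / Assay system: AML12 hepatocytes (mouse) / Measure: % inhibition of lipid droplet signal / Doses: 6.5 µM single-point dosing / Incubation: overnight exposure / Reagent: 100 µM oleic acid challenge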
# T cell modulator – modulates CD8 T cell binding to vesicles; 2C CD8+ T cell-vesicle binding, flow cytometry; hits give low values; calls only at 7 µM; actives 0.068% (n = 330,000); AID 2052;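 active = response, share of CD8 T cells binding vesicles, and their 90th percentile fluorescence all below set limits, cut at about 80% in these data, passing the limit was not always enough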
#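 Incubation: binding step 1.5 h, 37 °C, antibody labelling 20 min, ice; system: murine 2C transgenic CD8+ T lymphocytes; technique: cytometric PE anti-B7-1 and Alexa647 anti-CD8 signals after 1% paraformaldehyde fixation; also added: QL9-charged Drosophila Ld/ICAM-1/B7-1 vesicles; control set: naked versus QL9-loaded vesicles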
# Autophagy HCS – autophagy modulation, high-content screen. MEF GFP-LC3 puncta imaging; test concentration mostly 10 µM. calls only at 10 µM (by protocol). actives 0.98% (n = 190,000);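 active = percentage of spot-positive cells more than 3 SD above its plate mean, without a fluorescence outlier flag or 80% toxicity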;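 note: spot-positive cell cutoff set from DMSO-treated cells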
# MT stabilizer – stabilizes microtubules in HeLa cells; HeLa tubulin immunostaining HCS, 24 h; share of cells brighter than vehicle mean+2SD; % tubulin-high responders, % at 10 µM; actives 0.83% (n = 200,000); AID 2205;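 active = plate Z-score above 3 for both tubulin-high and condensed-nucleus cell shares, with cell loss under 80%, at 10 µM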;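 note: anti alpha tubulin signal scored within the nucleus-defined area of each cell; some results filed as inactive read as strong as hits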
# Salmonella PhoP GFP – PhoP-dependent GFP reporter repression – Salmonella Typhimurium, primary screen (AID 1863); S. Typhimurium PhoP-regulated promoter GFP reporter, 4 h; higher % means a stronger effect; actives 0.16% (n = 300,000); inhibition, % at 50 µM, or IC50 in µM where a hit was titrated;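 active = inhibition over 29.93%, a cutoff 3 SD above the screen mean, later confirmed by dose response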;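 note: 0% = low Mg2+ inducing control and 100% = high Mg2+ repressing control; strong numbers were not always called active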
# Dynein transport cytoplasmic EGFP – recorded beside Dynein transport, whose call it bears; z-score; measured here: cytoplasmic GR-EGFP intensity; hits give high values
# Dynein transport nuclear GR-EGFP – also measured in Dynein transport; calls as there; z-score; measured here: nuclear GR-EGFP intensity;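 lower value marks the stronger effect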
# Dynein transport cell count – second read-out of Dynein transport, no call of its own (marks repeat the call); z-score; measured here: cell count per field
# Ins promoter up cell count – further read-out of Ins promoter up, marked with its call; cell count; measured here: cytotoxicity, nuclei count;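 total cells summed across four imaged fields per well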
# Hep lipid drop cells 6.5 µM – second read-out of Hep lipid drop, no call of its own (marks repeat the call); cell count; measured here: cell count, cytotoxicity flag;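 cells counted across two imaged fields per well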
# b-catenin transl cell count 5 µM – further read-out of b-catenin transl, marked with its call; cell count; measured here: cell count, cytotoxicity flag
# T cell modulator vesicle-bound % – further read-out of T cell modulator, marked with its call; double positive events, %; measured here: CD8+ vesicle-bound cell fraction;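 binding gate set so that unloaded-vesicle control wells show 10% double positive cells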
# MT stabilizer Hoechst-high % – recorded beside MT stabilizer, whose call it bears; % Hoechst-high responders; measured here: nuclear condensation Hoechst responders;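 share of cells brighter than vehicle mean plus two SD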
# MT stabilizer cytotoxicity % – also measured in MT stabilizer; calls as there; toxicity, %; measured here: cytotoxicity by cell density;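 0% = mean cell density of plate MIN control wells and 100% = no cells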
# Autophagy HCS cell loss 18 h – also measured in Autophagy HCS; calls as there; toxicity, %; measured here: cell loss, nuclei count;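 cell loss after 18 h compound exposure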
# * = called active by the depositor; i = inactive; nt = not tested or not shown; & = joins results of further samples. This is a subset. The share of hits here may be higher or lower than overall.
# Fields – Ins promoter up	Ins promoter up cell count	ER stress rescue	b-catenin transl	b-catenin transl cell count 5 µM	Dynein transport	Dynein transport cytoplasmic EGFP	Dynein transport nuclear GR-EGFP	Dynein transport cell count	Hep lipid drop	Hep lipid drop cells 6.5 µM	T cell modulator	T cell modulator vesicle-bound %	Autophagy HCS	Autophagy HCS cell loss 18 h	MT stabilizer	MT stabilizer Hoechst-high %	MT stabilizer cytotoxicity %	Salmonella PhoP GFP
- O=P(O)(O)C12CC3CC(CC(C3)C1)C2
    -0.09	1544	-1.1%	-7.4	1041	-0.75	-0.24	-0.3	-0.48	nt	nt	i	26	i	-6	2.2	2.0	6.8	-8%
- c1cnc2c(c1)ccc1ncccc12
    -0.05	1144	nt	2.3	1237	-0.74	-0.84	-0.71	0.47	0	665	i	20	nt	nt	nt	nt	nt	-6%
- Cc1ccc(N=Nc2c(O)[nH]c(=O)[nH]c2=O)c([N+](=O)[O-])c1
    0.71	1575	-0.7%	1.5	1309	-0.69	-0.17	0.31	0.49	nt	nt	i	28	i	-33	2.9	2.5	9.6	0%
- CCCCn1c(=O)c(C(=O)Nc2nc3ccccc3[nH]2)c(O)c2ccccc21
    0.07	719	-1.7%	-2.5	1117	nt	nt	nt	nt	1	766	nt	nt	nt	nt	nt	nt	nt	nt
- Cc1nn(Cc2ccccc2Cl)c(C)c1C(=O)OCC(=O)N1CC(C)OC(C)C1 (configuration not stated)
    0.26	1546	4.1%	-2.4	1151	0.57	-0.057	0.51	-0.99	25	641	i	30	i	-1	6.4	1.8	9.0	-3%
- CN(C(=O)c1ccc(Cl)nc1)C1(c2ccccc2Cl)CCCCC1=O (configuration not stated)
    0.16	1425	-2.1%	-2.8	1038	2	-0.15	0.92	-0.65	0	659	i	59	i	-2	2.1	1.9	0.7	8%
- CC1=CC(=O)OC2CC3OC4C[C@@H](C)C5OC6CC7O[C@]8(C)C/C=C\C9OC%10CC%11OC(CC(C)CO)CC(O)[C@]%11(C)OC%10CC9OC8C[C@]7(C)O[C@]6(C)CCC5OC4C[C@]3(C)OC12 (some centres not stated)
    nt	nt	4.1%	-2.7	1126	-0.31	-0.27	0.19	-0.3	1	669	i	32	i	-11	3.2	1.8	10	-4%
- Cc1ccc(/C=C2\C(=O)NC(=S)N(c3ccc(F)cc3)C2=O)s1
    nt	nt	0.3%	-1.2	583	-1.5	0.29	-0.67	1.1	4	703	i	53	i	-43	7.1	3.1	19	-9%
- CN1C(=O)C(Cc2cccs2)C(=O)N(C)C1=O
    0.03	1187	-1.7%	1.5	1125	-0.38	-0.23	-0.039	-0.25	nt	nt	i	53	i	11	5.3	1.9	12	-9%
- N#CC1=C(N)Oc2c(c(=O)oc3ccccc23)C1c1ccc([N+](=O)[O-])o1 (configuration not stated)
    0.25	1401	3.6%	0.3	1517	0.88	-0.12	0.92	-0.15	18	697	i	10	i	10	4.4	2.0	21	4%
- O=C(O)CCCc1ccc(N(CCCl)CCCl)cc1
    nt	nt	-2.1%	-1.1	551	-0.39	-0.29	-0.018	1.4	17	665	i	24	i	19	2.1	1.5	4.8	-1%
- C=Cn1c(P(=S)(N2CCOCC2)N2CCOCC2)cc2c1CCCC2
    nt	nt	2.3%	nt	nt	-0.94	-0.41	-0.71	1.1	nt	nt	i	8	i	16	3.0	2.8	9.6	16%
- Cc1cc(CN(C)C)c(OC(=O)N(C)C)cc1C
    -0.4	1342	7.3%	-1.0	1094	-0.026	-0.084	0.13	0.44	nt	nt	i	32	i	-4	6.0	2.2	2.5	12%
- CCCCn1c(O)c(C=NCCN2CCCCC2)c(=O)[nH]c1=O
    nt	nt	-3.4%	nt	nt	-0.39	0.3	0.2	0.47	nt	nt	i	58	i	-11	6.9	4.4	4.3	-1%
- O=C1NC(=O)C(CCc2ccncc2)(CCc2ccccn2)C(=O)N1c1ccc(Br)cc1 (configuration not stated)
    -0.05	1156	-0.4%	0.7	1575	-0.53	-0.17	-0.39	-0.41	-5	690	i	56	i	22	17*	12*	12*	9%
- CCN1C(=O)C(=Cc2ccc(C)s2)C(=O)N(CC)C1=S
    0.08	1188	2.0%	3.3	475	-1.4	-0.19	-0.2	1.2	-3	744	i	44	i	-3	4.0	1.8	3.7	10%
- O=C1NC(=O)C(CCc2ccncc2)(CCc2ccncc2)C(=O)N1C1CCCCC1
    -1.1	1599	1.2%	-2.4	1004	-0.15	-0.23	0.1	-0.47	-1	635	i	63	i	25	2.0	2.0	8.0	-3%
- COC(=O)c1ccc(N=C(c2ccccc2)c2c(O)n(C)c(=O)n(C)c2=O)cc1
    -0.9	1038	nt	0.3	1311	-0.28	-0.18	-0.17	0.63	16	778	i	57	nt	nt	nt	nt	nt	-9%
- CCN(CC)C(=O)c1ccc(NC(=O)c2cccc(C(F)(F)F)c2)cc1
    -0.39	1165	-1.8%	0.4	1127	1.8	-0.2	1.3	-2.9	9	702	i	24	i	-2	3.4	1.6	8.0	1%
- CCC(=NCC1CCCO1)c1c(O)n(Cc2ccccc2)c(=O)[nH]c1=O (configuration not stated)
    -0.01	1275	-0.7%	-1.6	999	-1.3	-0.2	-0.54	0.67	-13	613	i	41	i	5	9.5	2.6	8.1	0%
- CN(C)CCCN=Cc1c(O)n(CCc2ccc(F)cc2)c(=O)[nH]c1=O
    -0.34	1475	-0.3%	-2.2	799	0.64	-0.23	1.2	0.38	nt	nt	i	43	i	-16	2.5	2.0	7.4	-3%
- O=S(=O)(c1ccccc1)N1CCCCC1c1cccnc1 (configuration not stated)
    -0.47	1573	-1.1%	0.3	1244	-0.74	-0.25	-0.98	1.6	nt	nt	i	36	i	0	3.4	1.5	3.5	-9%
- CC1CN(O)C2CCc3c(no[n+]3[O-])C12O (configuration not stated)
    0.68	1849	-1.5%	-0.9	1034	-0.075	-0.4	0.04	0.59	17	724	i	19	i	-13	1.8	1.4	8.1	4%
- CCN1CC=C(c2c[nH]c3ccccc23)CC1
    -1.6	1073	-1.6%	-7.7	1041	0.17	-0.26	0.14	1	nt	nt	i	38	i	-5	1.9	2.2	4.5	-17%
- CCOC(=O)Cn1cc(C(=O)c2ccccc2F)c2ccccc21
    -0.19	1456	0.0%	2.3	1217	0.91	-0.24	-0.56	0.63	nt	nt	i	15	i	-9	3.6	1.2	6.6	12%
- COc1ccc(CCNC2CCCCC2)cc1
    0.02	1385	-0.6%	-0.1	1123	-0.9	-0.37	-0.11	2.8	31	686	i	41	i	3	9.2	2.4	9.2	-1%
- NC(=S)/N=C/c1c(O)[nH]c(=O)[nH]c1=O
    0.05	1297	-0.7%	-1.5	1105	-0.23	-0.35	-0.29	0.88	2	715	i	1	i	1	4.5	2.1	4.9	1%
- CCCNC1=C(C)C(=O)C2=C(C1=O)C(COC(N)=O)[C@]1(OC)C3NC3CN21 (some centres not stated)
    nt	nt	nt	0.2	928	-0.053	-0.25	0.39	0.37	-31	556	i	20	nt	nt	nt	nt	nt	24µM*
- Cc1cc(C)n(-c2ccc(NN=C(C#N)C#N)cc2)n1
    -0.85	1342	nt	-1.4	1201	-0.22	-0.24	-0.34	0.45	12	690	i	34	nt	nt	nt	nt	nt	1%
- CC(=O)Nc1cc([As](=O)(O)O)ccc1O
    -0.13	1408	-0.2%	-1.1	1131	-0.51&0.7	-0.29&-0.17	0.25&0.12	0.11&-0.74	-11&-1	691&725	i	30	i	-8	2.4	1.4	3.5	17%&-6%&-3%
- CCn1c(=N)n(Cc2ccccc2F)c2ccccc21
    -1.3	1301	-2.6%	-0.4	946	-0.79	-0.28	-0.69	0.93	10	628	i	29	i	4	5.3	2.9	0.7	2%
- Cc1cc(Cl)ccc1OCC(=O)O
    nt	nt	-1.9%	-2.7	877	-0.51	-0.32	-0.2	0.15	nt	nt	i	56	i	-5	4.2	3.5	4.4	-8%&-2%
- CC(=O)Nc1ccc([As](=O)(O)c2ccc([N+](=O)[O-])cc2)cc1
    -0.39	1120	nt	0.7	1248	-0.36	-0.23	-0.17	0.012	-6	742	i	52	nt	nt	nt	nt	nt	-7%
- O=C1Nc2ccccc2C1Cc1nc2ccccc2c(=O)n1-c1ccccc1 (configuration not stated)
    0.21	879	nt	0.4	1337	-0.42	-0.29	-0.15	1.5	-9	699	i	46	nt	nt	nt	nt	nt	4%
- CCCCCCC(=O)N/N=C/c1c(O)n(C(C)CC)c(=S)[nH]c1=O (configuration not stated)
    0.05	1478	nt	-2.4	1134	-0.37	-0.29	-0.26	0.36	3	713	i	17	nt	nt	nt	nt	nt	-20%
- Cc1cccnc1-n1c(C)nc2ccccc2c1=O
    0.01	1297	0.3%	-4.9	1147	-0.84	-0.17	-0.47	0.67	15	726	i	56	i	5	1.4	1.9	6.8	-7%
